XIAP antagonists = XIAP antagonists, biochemical, IAP family, fluorescence polarization (AID 1018); E3 ubiquitin-protein ligase XIAP (Homo sapiens); XIAP BIR domain, fluorescence polarization peptide displacement; higher % means a stronger effect; displacement, % at 20 µM; hits with a dose series show IC50 in µM; 200,000 tested, 0.007% active; in the data active means displacement above about 50%; further: a part of the inactive calls stands beside numbers as strong as those of hits
NOD2 inhibition = NOD2 signaling inhibitors, cell-based, luminescence, uHTS, HEK293 (AID 1566) | 290,000 tested, 0.63% active | one-dose inhibition, % at 4 µM; EC50 in µM for titrated hits | HEK293 NOD2/NF-kB luciferase reporter, luminescence; higher % means a stronger effect; further: many of its hits are not listed in these tables
KOR beta-arrestin-1 = KOR agonists, beta-arrestin recruitment, primary screen, cell-based, luminescence, uHTS (AID 1777); KOR beta-arrestin recruitment, luminescence; higher % means a stronger effect; 280,000 tested, 0.02% active; activation, % at 10 µM; hits with a dose series show EC50 in µM; in the data active means activation above about 50%, passing the limit was not always enough; further: a part of the inactive calls stands beside numbers as strong as those of hits
human PMI inhibitors = human PMI inhibitors, high substrate, primary screen, biochemical, fluorescence intensity, high mannose 6-phosphate (AID 1220) | 190,000 tested, 0.66% active | recombinant PMI enzyme, coupled fluorescence intensity; higher % means a stronger effect | inhibition, % at 20 µM; hits with a dose series show IC50 in µM | Mannose-6-phosphate isomerase (Homo sapiens)
TNAP activation fold = human TNAP enzyme activators, primary screen, biochemical, luminescent, no phosphate acceptor, uHTS (AID 1001); purified TNAP, luminescent activation assay, no phosphate acceptor; higher activation fold means a stronger effect; Alkaline phosphatase, tissue-nonspecific isozyme (Homo sapiens); activation fold at 20 µM, or EC50 in µM where a hit was titrated; 200,000 tested, 0.03% active; in the data active means activation fold from about 3, or a potency from the dose series; inactive means the rest, 99 in 100 with activation fold below about 1.6; further: many of its hits are not listed in these tables
PMI inhibitors = inhibitors of human PMI, primary screen, biochemical, fluorescence intensity, coupled assay (AID 1209) | 190,000 tested, 0.42% active | inhibition, % at 20 µM, or IC50 in µM where a hit was titrated | Mannose-6-phosphate isomerase (Homo sapiens) | purified PMI enzyme, coupled fluorescence intensity; higher % means a stronger effect;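 further: plate controls were DMSO vehicle for no effect and wells lacking substrate for full effect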
LYP inhibition = inhibitors of LYP phosphatase, biochemical, fluorescence intensity, uHTS (AID 1779). recombinant LYP phosphatase, fluorescence intensity; higher % means a stronger effect. one-dose inhibition, % at 11.5 µM; IC50 in µM for titrated hits. 290,000 tested, 0.054% active;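 further: plate controls were vehicle with enzyme for no effect and no enzyme for full effect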
NOD1 inhibition = NOD1 signaling inhibitors, primary screen, cell-based, luminescence, uHTS (AID 1578); NOD1-driven NF-kB luciferase reporter cells, luminescence; higher % means a stronger effect; inhibition, % at 4 µM, or EC50 in µM where a hit was titrated; 290,000 tested, 1% active; in the data active means inhibition mostly above about 36%, no sharp cut-off; inactive means mostly below about 34%;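 further: HEK-293T reporter cells stimulated with the NOD1 agonist gamma-tri-DAP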
KOR beta-arrestin-2 = KOR antagonists, beta-arrestin recruitment, cell-based, luminescence, uHTS (AID 1778). KOR beta-arrestin recruitment, luminescence, antagonist mode; higher % means a stronger effect. inhibition, % at 10 µM, or IC50 in µM where a hit was titrated. 290,000 tested, 0.091% active; further: strong numbers were not always called active
* hit, by the source's call; . = no result given; [ ] = another dose, or the depositor's remark. Unless noted, no stated cut-off is given here; in the data, active means inhibition above about 50%; inactive means the rest. These rows are one share of the data; rates above refer to the full screens.

SMILES | XIAP antagonists | NOD2 inhibition | KOR beta-arrestin-1 | human PMI inhibitors | TNAP activation fold | PMI inhibitors | LYP inhibition | NOD1 inhibition | KOR beta-arrestin-2
Cc1ccc(C(=O)OCC(=O)c2ccc(Cl)s2)s1 | -0.3% | 6% | -4.1% | 10% | 1.1 | 19% | -2% | -21% | 22%
CN(CCN1CCOCC1)C(=O)CC1C(=O)NCCN1Cc1ccccc1F (configuration not stated) | . | 2% | 2.2% | . | . | . | -7% | -34% | 0%
COc1cc2c(cc1NC(=O)COC(=O)CNS(=O)(=O)c1ccc(C)cc1)oc1ccccc12 | -4.3% | -16% | 1.7% | 4% | 1.1 | 16% | -3% | -28% | -3%
CC(=O)Nc1nc2c(C)cc(NC(=O)C3CCCCC3)cc2s1 | . | -43% | 4.6% | . | . | . | -5% | -10% | 7%
CCOC(=O)COn1c(=O)c(-c2ccccc2)[n+]([O-])c2ccccc21 | . | -9% | 4.2% | . | . | . | -8% | 0% | -1%
Cc1cccc2c(C(=O)N3CCN(c4ccccc4)CC3)cc(-c3ccncc3)nc12 | . | -21% | 3.3% | . | . | . | -3% | -3% | -68%
CCOC(=O)c1cc(C#N)c(Nc2ccc(C)cc2)nc1C(F)(F)F | . | 2% | 12% | . | . | . | -6% | -11% | -21%
O=S(=O)(Nc1ccc(Cl)cc1)c1ccc2c(c1)CCO2 | . | 18% | 0.8% | . | . | . | -8% | 15% | 15%
Cc1c(NS(=O)(=O)c2cccs2)c(=O)n(-c2ccccc2)n1C | -1.9% | 6% | 4.7% | 0% | 1.1 | -4% | -9% | -7% | -3%
O=C(c1cccn2c(=O)c3cc4ccccc4cc3nc12)N1CCN(c2ccccc2)CC1 | -3.0% | 7% | 4.3% | 13% | 1.1 | -1% | -2% | -22% | -14%
CC1CN(S(=O)(=O)c2ccc(Cl)c(C(F)(F)F)c2)CC(C)O1 (configuration not stated) | -1.0% | 1% | -3.3% | 5% | 1.2 | 7% | -1% | 16% | -92%
OCCN1CCN(c2nc3ccccc3nc2-c2ccccc2)CC1 | -7.3% | 4% | 1.3% | -31% | 1 | -42% | -4% | -53% | -1%
COc1ccc(CNC(=O)c2ccc(CS(=O)(=O)c3ccc(C)cc3)o2)cc1 | . | 8% | 0.9% | . | . | . | -11% | -16% | 13%
Cc1cc(C)cc(Nc2c3c(nc4ncnn24)CCC3)c1 | -6.1% | 5% | . | -4% | 1.5 | -8% | -2% | -36% | -34%[20 µM]
CCOC(=O)N1CCC(NS(=O)(=O)c2ccc3c(c2)OCC(=O)N3)CC1 | 0.2% | 18% | -3.4% | 1% | 1.1 | 5% | -3% | -4% | 12%
COC(=O)COc1ccc(-c2ccc(F)cc2)cc1C=O | -8.5% | 10% | -0.9% | 1% | 1 | 0% | -9% | 3% | -180%
CC(C)(C)NC(=O)C(c1ccc(Cl)cc1)N(Cc1ccco1)C(=O)CCl (configuration not stated) | . | -8% | -7.6% | . | . | . | -4% | 53% | 8%[20 µM]
COc1c(Cl)cc(Cl)cc1CNc1ccc(S(N)(=O)=O)cc1 | -5.9% | 12% | 0.6% | 0% | 1 | 2% | 0% | -17% | -23%
COc1ccc(CCn2c(N)c(C(=O)NCc3ccco3)c3nc4ccccc4nc32)cc1OC | -3.8% | 1% | 3.3% | 52%* | 1.1 | 14% | -7% | -3% | -41%
O=C1C(=O)N(CCCO)C(c2ccc(Br)cc2)/C1=C(\O)c1ccc(Br)cc1 (configuration not stated) | . | -17% | -4.1% | . | . | . | -5% | -5% | -20%[20 µM]
COCC(=O)Nc1nc2n(n1)C(c1ccc(OC)cc1)CC(c1ccc(OC)cc1)N2 (configuration not stated) | -9.5% | -2% | 1.2% | 13% | 1 | 13% | 0% | -17% | -4%
CC(=O)Nc1ccc(-c2csc(NCCc3ccccc3)n2)cc1 | . | -6% | 3.0% | . | . | . | -2% | -29% | -27%
COc1ccc(C)cc1NC(=O)c1ccc2c(O)c(S(=O)(=O)c3ccccc3)c(=O)[nH]c2c1 | . | 14% | -2.5% | . | . | . | -7% | -1% | -20%
COc1ccc(C2SCC(=O)N2c2c(C)n(C)n(-c3ccccc3)c2=O)cc1OC (configuration not stated) | -0.6% | 4% | -3.9% | -2% | 1.1 | 2% | -2% | -1% | -14%
O=C(CCCN1C(=O)/C(=C\c2ccccc2)SC1=S)Nc1cccc(C(=O)O)c1 | . | -7% | -0.1% | . | . | . | -1% | 4% | -45%
COc1ccc(CCN2CC(C(=O)NCCc3ccccc3C(F)(F)F)CCC2=O)cc1 (configuration not stated) | . | 0% | 10% | . | . | . | -8% | -48% | -36%
CCCCN(CCCC)CCNC(=O)c1cn(CC)c2ccc(S(=O)(=O)N3CCc4ccccc4C3)cc2c1=O | . | -14% | 6.2% | . | . | . | -9% | -29% | -20%
Cn1c(=O)c2c(nc(N3CCOCC3)n2CC(=O)C23CC4CC(CC(C4)C2)C3)n(C)c1=O | -6.8% | 16% | 1.2% | 4% | 1 | 6% | -2% | -10% | -25%
S=c1[nH]nc2n1CCCN2 | . | 18% | -2.2% | . | . | . | -4% | -4% | 17%
Cc1cc(=O)oc(C)c1C(=O)NCCc1ccccc1 | -9.7% | 3% | 20% | -11% | 1.1 | -10% | -3% | 6% | -8%
CCN(CC)C(=O)CC(c1ccc2c(c1)OCO2)c1c(O)cc(OC)cc1OC (configuration not stated) | . | -3% | 1.8% | . | . | . | -9% | 2% | 5%
Cc1ccc(C)c(N2CCN(c3ncnc4c3cnn4-c3ccccc3)CC2)c1 | -2.9% | -28% | 2.6% | -7% | 1.1 | 8% | 5% | -16% | -41%
CC(Sc1nc2cc(Cl)ccc2s1)C(=O)Nc1cccc(S(=O)(=O)N2CCOCC2)c1 (configuration not stated) | -4.0% | 2% | 1.5% | 4% | 1 | 4% | 2% | 12% | .
O=C(CCN1C(=O)/C(=C/c2ccccc2Cl)SC1=S)NNC(=O)c1cccnc1 | . | 23% | -0.7% | . | . | . | -5% | 3% | 11%
Cc1ccc(C)c(-n2c(-c3cccnc3)n[nH]c2=S)c1 | 0.3% | 4% | -8.2% | 4% | 1 | 6% | -6% | -13% | 19%[20 µM]
COc1ccc(-c2cc(C(=O)Nc3c(C)n(C)n(-c4ccccc4)c3=O)c3ccccc3n2)c(OC)c1 | . | 17% | -1.3% | . | . | . | -5% | -22% | -3%
CN(C)CCNC(=S)Nc1ccc(Br)cc1 | -3.5% | -10% | 3.4% | -12% | 1.1 | -10% | 8% | -20% | .
Fc1cc(Cl)c(OCc2noc(-c3ccsc3)n2)c(Cl)c1 | . | -31% | -1.4% | . | . | . | -5% | -6% | 12%
O=C(/C=C/c1ccco1)Nc1cccc(-c2nc3ccccc3[nH]2)c1 | -7.9% | -37% | -0.4% | 18% | 1 | 26% | 0% | -18% | 2%
COc1cccc(CNC(=O)[C@H](C)NC(=O)C2CCN(S(=O)(=O)c3ccccc3)CC2)c1 | . | 13% | -0.7% | . | . | . | -5% | 8% | -30%
O=S(=O)(c1ccc(Cl)nc1)N(Cc1ccccc1)Cc1ccccc1 | -4.8% | -11% | 2.3% | 4% | 1.1 | 14% | 2% | -20% | 24%
O=C(O)COc1ccccc1/C=N/NC(=O)c1cccc(S(=O)(=O)Nc2cccc(Cl)c2)c1 | -14% | 8% | -1.1% | 14% | 1.2 | 3% | 2% | -11% | -20%
COc1ccc(N(C(=O)c2ccc3c(c2)OCO3)C2C=CS(=O)(=O)C2)c(OC)c1 (configuration not stated) | . | 3% | 4.5% | . | . | . | -8% | -17% | -26%
CS(=O)(=O)Nc1ccc([N+](=O)[O-])cc1Oc1ccccc1 | -1.1% | 10% | -1.2% | -22% | 1 | -9% | 2% | -27% | -9%
Cc1ccc(NC(=O)C[n+]2cc(-c3ccccc3)n3c2CCC3)cc1 | . | 6% | . | . | . | . | -8% | 0% | -3%
O=C(Nc1ccccn1)c1ccc(Br)c(S(=O)(=O)N2CCCCC2)c1 | -8.7% | -2% | 0.2% | -13% | 1.1 | -8% | -7% | -25% | -18%
CC(C)On1c(SCC(=O)N(C)C)nc2ccccc2c1=O | . | 8% | 4.8% | . | . | . | -3% | -2% | -6%
O=C(COc1nsnc1N1CCOCC1)Nc1ccc(Cl)cc1 | -0.1% | 5% | -1.5% | 1% | 1.1 | -6% | 0% | 3% | -49%[20 µM]
CCOC(=O)C1CCN(C(=O)c2ccc3c(c2)S(=O)(=O)c2ccccc2C3=O)CC1 | . | 14% | 0.6% | . | . | . | -3% | 30% | -22%
O=C(NNC(=O)c1ccc2ccccc2c1)Nc1ccc(F)cc1 | . | 4% | 0.3% | . | . | . | -6% | -28% | -16%
Cc1cc(NC(=O)CCN2C(=O)c3ccccc3C2=O)no1 | -6.6% | 10% | 6.4% | -14% | 1 | -17% | -9% | 26% | -31%
NC(=O)c1ccccc1NC(=O)CSc1nc2ccccc2c(=O)[nH]1 | . | 18% | -3.1% | . | . | . | -5% | -28% | 1%
Cc1ccccc1NS(=O)(=O)c1nnc(NC(=O)c2ccc(Br)cc2)s1 | . | 20% | 7.6% | . | . | . | 0% | -8% | -11%
COc1ccc2nc(-c3ccccc3)cc(OC)c2c1 | -2.6% | 11% | -1.6% | 0% | 1.1 | 2% | -4% | -42% | .
CCOC(=O)c1c(NC(=O)c2ccoc2C)sc2c1CCC2 | -3.8% | 8% | 1.5% | 5% | 1 | 10% | 5% | -4% | 0%
NC(=O)C1(N2CCCCC2)CCN(C(=S)Nc2ccc(F)cc2)CC1 | 1.7% | 8% | 4.2% | 5% | 1 | 6% | 15% | -14% | 9%
COc1ccc(CCNS(=O)(=O)c2ccc3c(c2)oc(=O)n3C)cc1OC | 4.2% | 6% | 2.1% | -3% | 1.1 | -5% | 0% | -28% | 29%
CCN(CC)S(=O)(=O)c1ccc(NC2=NS(=O)(=O)c3ccccc32)cc1 | -3.4% | 12% | 2.2% | -4% | 1.1 | -1% | 3% | -11% | -15%

Three of the entries above in order of their number in KOR beta-arrestin-1, descending:
SMILES | XIAP antagonists | NOD2 inhibition | KOR beta-arrestin-1 | human PMI inhibitors | TNAP activation fold | PMI inhibitors | LYP inhibition | NOD1 inhibition | KOR beta-arrestin-2
CC(C)On1c(SCC(=O)N(C)C)nc2ccccc2c1=O | . | 8% | 4.8% | . | . | . | -3% | -2% | -6%
Cc1c(NS(=O)(=O)c2cccs2)c(=O)n(-c2ccccc2)n1C | -1.9% | 6% | 4.7% | 0% | 1.1 | -4% | -9% | -7% | -3%
COc1ccc(C2SCC(=O)N2c2c(C)n(C)n(-c3ccccc3)c2=O)cc1OC (configuration not stated) | -0.6% | 4% | -3.9% | -2% | 1.1 | 2% | -2% | -1% | -14%

Profiles, looked up by structure:
Cc1ccccc1NS(=O)(=O)c1nnc(NC(=O)c2ccc(Br)cc2)s1 is listed with XIAP antagonists = .; NOD2 inhibition = 20%; KOR beta-arrestin-1 = 7.6%; human PMI inhibitors = .; TNAP activation fold = .; PMI inhibitors = .; LYP inhibition = 0%; NOD1 inhibition = -8%; KOR beta-arrestin-2 = -11%
O=C(O)COc1ccccc1/C=N/NC(=O)c1cccc(S(=O)(=O)Nc2cccc(Cl)c2)c1 is listed with XIAP antagonists = -14%; NOD2 inhibition = 8%; KOR beta-arrestin-1 = -1.1%; human PMI inhibitors = 14%; TNAP activation fold = 1.2; PMI inhibitors = 3%; LYP inhibition = 2%; NOD1 inhibition = -11%; KOR beta-arrestin-2 = -20%

Screens (PubChem BioAssay)
